EPAC2 ag = qHTS for Agonist of cAMP-regulated guanine nucleotide exchange factor 4 (EPAC2): primary screen; Rap guanine nucleotide exchange factor 4 (Homo sapiens), Q8WZA2; EPAC2 activation, biochemical qHTS; response scale: 100% = 6.5 mM cAMP response; Potency, µM (titrated, usually from 154 µM), without a hit: at the top dose activation, usual class: activators; 360,000 tested, 0.079% active; AID 720711, 2013; further: potency means the concentration at half of the fitted maximal effect; nearly all actives have a fitted effect of over 50% in size
Target sequence (Q8WZA2 whole entry, looked up): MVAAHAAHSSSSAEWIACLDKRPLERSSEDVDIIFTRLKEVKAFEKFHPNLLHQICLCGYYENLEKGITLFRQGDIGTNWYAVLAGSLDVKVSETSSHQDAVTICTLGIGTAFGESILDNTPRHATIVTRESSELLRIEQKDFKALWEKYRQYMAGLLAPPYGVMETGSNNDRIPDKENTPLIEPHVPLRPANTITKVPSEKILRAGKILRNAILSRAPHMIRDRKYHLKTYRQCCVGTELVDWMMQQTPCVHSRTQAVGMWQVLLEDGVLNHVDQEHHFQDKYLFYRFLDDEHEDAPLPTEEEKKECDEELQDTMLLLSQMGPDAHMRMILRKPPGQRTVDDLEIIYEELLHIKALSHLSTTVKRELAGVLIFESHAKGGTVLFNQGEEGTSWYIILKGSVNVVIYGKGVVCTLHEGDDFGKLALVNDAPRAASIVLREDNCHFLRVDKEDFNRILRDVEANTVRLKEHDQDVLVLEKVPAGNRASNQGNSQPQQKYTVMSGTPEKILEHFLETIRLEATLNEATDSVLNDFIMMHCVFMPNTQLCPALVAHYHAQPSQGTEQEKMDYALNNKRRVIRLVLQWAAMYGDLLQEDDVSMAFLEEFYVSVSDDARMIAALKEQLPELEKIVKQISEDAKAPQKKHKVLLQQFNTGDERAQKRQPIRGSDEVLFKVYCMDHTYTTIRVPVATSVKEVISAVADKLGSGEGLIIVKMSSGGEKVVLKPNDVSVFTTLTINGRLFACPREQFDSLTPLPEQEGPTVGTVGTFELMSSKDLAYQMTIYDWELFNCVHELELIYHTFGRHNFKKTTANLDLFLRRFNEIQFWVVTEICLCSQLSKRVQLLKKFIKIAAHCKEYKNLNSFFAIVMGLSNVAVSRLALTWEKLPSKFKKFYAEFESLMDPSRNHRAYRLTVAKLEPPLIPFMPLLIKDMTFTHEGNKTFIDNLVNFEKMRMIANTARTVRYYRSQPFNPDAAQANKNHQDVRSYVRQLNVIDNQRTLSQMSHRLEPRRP
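Compounds were titrated in qHTS against a Rap1B-BODIPY-GDP (250 nM) complex with EPAC2 (100 nM) and GDP (50 uM). BODIPY-GDP release tracked at 480/540 nm over 30 min at room temperature, normalized to 6.5 mM cAMP.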
pAkt inh = HTS Assay for Inhibitors of Akt Phophorylation: Primary Screen | Neuro2A IGF-stimulated pAkt S473 HTRF, 20 min; active compounds read low | activity change, % for hits at 50 µM | 360,000 tested, 0.32% active; in the data active means activity change below about -80%; inconclusive means mostly about -51% to -80%; further: on the % scale 0 is the no-effect control and ±100 the full control effect
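Neuro2A cells in DMEM with 0.5% FBS, overnight at 37 deg C, given compound at single 50 µM final, then IGF (6 nM final) for 20 min at 37 deg C. Lysed; phospho-Akt Ser473 by HTRF after 24 h, 665/615 ratio.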
Nrf2 activator = qHTS of Nrf2 Activators | Potency, µM (top dose mostly 46.1 µM), inactives show at the highest dose activation, most hits filed as activators | AREc32 ARE-luciferase reporter (MCF7-derived line), luminescence, 24 h | 410,000 tested, 0.31% active; further: potency means the concentration at half of the fitted maximal effect; % of control where 0% means no effect; nearly all actives have a fitted effect of over 65% in size
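Each well held 1000 AREc32 cells, which were incubated with compound for 24 hr at 37 deg C after overnight attachment, and ARE reporter activity was quantified by firefly luciferase luminescence.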
EPAC2 antag = qHTS for Antagonist of cAMP-regulated guanine nucleotide exchange factor 2 (EPAC2): primary screen. EPAC2 GEF exchange of Rap1B-BODIPY-GDP, fluorescence. Potency, µM (top dose mostly 114 µM), without a hit: top-dose activity, negative = inhibition, most hits filed as inhibitors. 360,000 tested, 0.18% active. AID 720708, 2013; further: potency means the concentration at half of the fitted maximal effect; on the % scale 0 is the no-effect control and ±100 the full control effect; nearly all actives have a fitted effect of over 45% in size; many of its hits are not listed in these tables
A549 tox = Nrf2 qHTS screen for inhibitors: counterscreen for cytotoxicity. A549 ARE-Fluc cells, CellTiter-Fluor viability, 18-24 h. Potency, µM (highest dose often 46 µM), for inactives: top-dose activity change, negative = cytotoxicity, hits mostly inhibitors. 390,000 tested, 0.16% active. AID 504648, 2011; further: potency means the concentration at half of the fitted maximal effect; on the % scale 0 is the no-effect control and ±100 the full control effect
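Cytotoxicity counterscreen: CellTiter-Fluor fluorescence was measured in A549 ARE_Fluc cells after 18-24 h of compound exposure in a concentration series. The subsequent BugLite luminescent read reports ARE-luciferase activity.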
Nrf2 block = Nrf2 qHTS screen for inhibitors. A549 ARE-Fluc reporter, luciferase luminescence, 18-24 h. Potency, µM (doses to about 46 µM), inactives show at the top dose activity change, negative = inhibition, hits mostly inhibitors. 360,000 tested, 2.1% active. AID 504444, 2011; further: potency means the concentration at half of the fitted maximal effect; on the % scale 0 is the no-effect control and ±100 the full control effect; nearly all actives have a fitted effect of over 60% in size
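Nrf2 function is reported as luminescence of an ARE-controlled luciferase in A549 cells. Compounds were tested at several concentrations, and a CellTiter-Fluor read on the same wells flagged cytotoxicity.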
MmCpn inh = Inhibitors of TCP-1 ring complex (TRiC) of Methanococcus maripaludis (MmCpn): qHTS; Potency, µM (doses to about 76.9 µM), for the others: at the highest dose activity, negative = inhibition, usual class: inhibitors; 330,000 tested, 0.031% active; AID 504842, 2011; purified Mm-Cpn ATPase, ADP Transcreener TR-FRET; Chaperonin Mm-Cpn (Methanococcus maripaludis); further: potency means the concentration at half of the fitted maximal effect; on the % scale 0 is the no-effect control and ±100 the full control effect; nearly all actives have a fitted effect of over 80% in size
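Compound-treated chaperonin, 25 nM final, turns over 10 uM ATP at 37°C for 30 min following a 10 min preincubation; ADP generated competes with ADP-d2 for Eu-cryptate antibody, lowering FRET.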
TGFb inhibitor = qHTS for Inhibitors of TGF-b; Potency, µM (top dose mostly 46.1 µM), for inactives: at the highest dose activity, negative = inhibition, hits mostly inhibitors; AID 588855, 2011; 410,000 tested, 1.2% active; HepG2 CAGA-GFP TGF-b/SMAD3 reporter, GFP fluorescence, 18 h; TGF-beta stimulated, 500 pg/mL final; further: potency means the concentration at half of the fitted maximal effect; on the % scale 0 is the no-effect control and ±100 the full control effect; nearly all actives have a fitted effect of over 65% in size
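First, reporter cells (HEPG2 CAGA-GFP) rested 2 h at 37 degrees C. Next, compounds were pinned in and TGF-beta added to 500 pg/mL final. After 18 h, GFP was imaged per cell and summed per well.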
CCT chaperon mod = High-Throughput Screening for Modulators of Cytosolic Chaperonin Activity; purified chaperonin ATPase assay, HTRF ADP detection, 30 min; activity change, % (no concentration beside the values), hits read low; 360,000 tested, 0.3% active; in the data active means activity change below about -30%; further: on the % scale 0 is the no-effect control and ±100 the full control effect
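First, chaperonin was dispensed at 40 nM or 20 nM final depending on batch activity. Next, compounds were pinned at 76 uM and ATP added at 10 uM. After 30 min at 37 °C, ADP detection reagents ran 30 min at ambient temperature.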
* = called active by the depositor; i = inactive; u = inconclusive; x = no result given; [ ] = remark or other dose. Unless noted, the call rests on the fitted dose curve; in most records, active means well fitted curve in the direction sought with a large enough effect; inconclusive means small, poorly fitted or top-dose-only effect, or another doubt; inactive means no such curve, though single readings can be large; an effect the other way counts as inactive or inconclusive. Not all compounds are listed; rates above refer to the full screens.

SMILES	EPAC2 ag	Nrf2 activator	TGFb inhibitor	EPAC2 antag	Nrf2 block	CCT chaperon mod	MmCpn inh	A549 tox	pAkt inh
Cc1ccccc1OCCn1nc(C(=O)O)c2ccccc2c1=O	9%	2.7%	2%	-5%	-21%	-2.4	4%	-10%	i
CCCCC1CCC(C(=O)N(C)CC(=O)Nc2cccc(F)c2)CC1 (configuration not stated)	-6%	-0.3%	14%	-12%	u	0.3	-3%	u	i
Cc1ccc(S(=O)(=O)N(CC(=O)N/N=C\c2cccs2)c2cccc3cccnc23)cc1	9%	-0.7%	0%	-1%	4%	0.2	2%	-2%	i
COCCCNc1ccn2nc(-c3cc(OC)c(OC)c(OC)c3)cc2n1	8%	16%	3%	-6%	x	0.1	x	x	x
NC(=O)C1CCN(c2oc(-c3ccccc3F)nc2S(=O)(=O)c2ccc(Cl)cc2)CC1	4%	-0.3%	0%	18%	x	1.3	1%	0%	i
c1ccc(-c2cc3n(c2)CCc2ccccc2-3)cc1	9%	9.5%	-9%	-6%[57.1 µM]	u	-0.5	1%	-4%	i
COc1ccc(C2CC(c3ccc4ccccc4c3)=NN2C(=O)CN2C(=O)CCC2=O)cc1 (configuration not stated)	13%	-0.4%	-10%	-15%	-11%	0.4	2%	-6%	i
CC(=O)c1c(C)nn(CC(O)COc2ccc3c(c2)CCC3)c1C (configuration not stated)	16%	-0.4%	-3%	-1%	9.2µM*	-1.5	-5%	2%	i
COc1ccc(CN2CCNC(=O)C2CC(=O)NCCc2c[nH]c3ccccc23)c(OC)c1 (configuration not stated)	8%	-0.7%	3%	9%	1%	-0.8	-10%	2%	i
O=C(Cc1ccccc1)NC(Nc1ccccc1)C(Cl)(Cl)Cl (configuration not stated)	7%	1.7%	26%	-7%	-16%	-7.5	-1%	-3%	i
O=C(NC(=S)Nc1nc(-c2cccc([N+](=O)[O-])c2)cs1)c1ccccc1Cl	7%	2.5%	4%	7%	u	-2.4	1%	-9%	i
Cc1ccc(NC(=O)CN(C)C2CCCCC2)cc1Br	14%	3.9%	5%	5%	-11%	-0.2	-1%	3%	i
Cc1c(O)ccc2c(O)c(NC(=O)c3ccc4c(c3)CCC(C)(C)O4)c(=O)oc12	7%	0.3%	18%	2%	-28%	-1.9	0%	-14%	i
CCCNC(=O)c1n[nH]c2c1CC(C(C)(C)CC)CC2 (configuration not stated)	-5%	0.2%	u	14%	-7%	-1.4	-2%	-1%	i
CCc1ccc2[nH]c(=O)c(C(c3nnnn3CCOC)N3CCN(c4ccccc4)CC3)cc2c1 (configuration not stated)	1%	-0.5%	14%	-9%	x	0.7	-1%	-5%	i
O=C(C(c1ccccc1)c1ccccc1)N1CCN(Cc2ccco2)CC1	9%	0.5%	-2%	-2%	22%	-3.7	-1%	0%	i
Cc1c(C(=O)OCC(C)C)[nH]c2c1C(=O)CC(c1cccs1)C2 (configuration not stated)	-9%	3.0%	-9%	23%	-27%	-0.9	1%	-16%	i
CCOC(=O)CC1=C(C(=O)OCC)C(c2cccs2)C(C#N)=C(N)O1 (configuration not stated)	-2%	7.2%	4%	-9%	-26%	-3.8	x	-20%	i
O=S(=O)(c1cccc(S(=O)(=O)N2CCN(c3ncccn3)CC2)c1)N1CCOCC1	7%	0.1%	4%	-7%	-3%	-2.2	1%	21%	i
O=S1(=O)N=C(N/N=C/c2ccccn2)c2ccccc21	5%	1.7%	-13%	-2%	-29%	2.5	0%	1%	i
COc1ccc2[nH]c(=O)c(CN(C3CCCCC3)C(c3nnnn3Cc3ccco3)C(C)C)cc2c1 (configuration not stated)	-7%	6.3%	u	-2%	-25%	-3.2	-8%	u	i
Cc1ccc(S(=O)(=O)c2c(C)cc(C)nc2Cl)cc1	3%	3.2%	-27%	-2%	-7%	-3.0	-2%	2%	i
COc1ccc(N(S(=O)(=O)c2ccccc2)S(=O)(=O)c2ccccc2)c(N)c1	19%	0.6%	u	-25%	8%	0.3	2%	3%	i
O=c1[nH]c(C2CCCN(S(=O)(=O)c3ccccc3)C2)nc2c1nnn2Cc1ccccc1F (configuration not stated)	1%	0.5%	-21%	7%	u	-0.2	4%	-14%	i
c1ccc(-c2nnc(OCc3cccnc3)c3ccccc23)cc1	4%	2.3%	u	-12%	-6%	0.1	0%	-1%	i

Next structures follow.
SMILES	EPAC2 ag	Nrf2 activator	TGFb inhibitor	EPAC2 antag	Nrf2 block	CCT chaperon mod	MmCpn inh	A549 tox	pAkt inh
Cc1ccc(NC(=O)c2ccco2)c(NC(=O)c2ccccc2C)c1	5%	-0.2%	-9%	4%	u	0.3	0%	7%	i
Cc1occc1-c1nnc(SCC(=O)c2ccc(F)cc2)o1	-6%	3.0%	-3%	-5%	16%	1.0	-5%	8%	i
O=c1[nH]c2ccccc2nc1-c1nnnn1Cc1ccccc1	6%	0.6%	x	0%	x	1.5	x	x	i
O=C(NC1CCCCC1)NC1CCN(S(=O)(=O)c2ccc3c(c2)OCCO3)CC1	-1%	0.3%	2%	1%	14%	1.1	1%	0%	i
COc1cc(-c2cnc3c(NC=O)cc(-c4cccc(NC(C)=O)c4)cn23)cc(OC)c1OC	3%	1.2%	u	11%	x	-1.5	x	x	i
CCS(=O)(=O)c1ccc2oc(SCC(=O)c3ccco3)nc2c1	-18%	u	-4%	9%	0%	-1.2	-18%	-1%	i
CSc1ncnc2[nH]ncc12	12%	-0.4%	0%	6%	-19%	-1.3	x	5%	i
Cc1cccc(N2CCN(S(=O)(=O)c3ccc4[nH]c(=O)ccc4c3)CC2)c1C	-5%	0.9%	u	2%	18µM*	-0.3	-1%	-25%	i
Clc1ccc(C2=NN(c3ccccc3)C(c3ccco3)C2)cc1 (configuration not stated)	8%	3.2%	-24%	-15%	-7%	-2.8	-8%	27%	i
Cc1ccccc1-c1nc(CN2CCCC(C(=O)NCc3cccnc3)C2)c(C)o1 (configuration not stated)	7%	-0.3%	0%	-1%	-2%	-3.7	0%	-3%	x
COc1ccc(C(=O)CC(C(=O)O)c2ccc(OC)c(OC)c2)cc1OC (configuration not stated)	3%	0.8%	-6%	9%	x	-4.1	x	x	i
O=C(CNS(=O)(=O)c1ccccc1)OCC(=O)c1ccc(Br)cc1	8%	-0.8%	19%	2%	5%	-3.2	3%	-8%	i
COc1ccc(NC(=O)NN2CCN(C)CC2)cc1OC	4%	-0.6%	-9%	5%	4%	-3.2	1%	3%	i
CC(NC(=O)COC(=O)CCN1C(=O)C2CC=CCC2C1=O)c1ccc(Br)cc1 (configuration not stated)	-3%	0.2%	u	-1%	6%	-2.3	1%	3%	i
COc1ccc(-n2nc3c(=O)[nH][nH]c3cc2=O)cc1	5%	-0.6%	0%	3%	-18%	2.7	-2%	u	i
CCCNC(=O)CN1C(=O)NC2(CCCc3cc(OC)ccc32)C1=O (configuration not stated)	1%	-0.9%	-32%	3%	x	-1.6	-3%	-7%	i
O=C(CN1CCCC1)Nc1sc2c(c1C(=O)Nc1ccc(Br)cc1)CCC2	17%	4.8%	-4%	-13%	1%	-0.8	-1%	7%	i
CCN1c2ccccc2S(=O)(=O)c2ccccc21	7%	4.6%	1%	-6%	-8%	-1.3	3%	12%	i
NC(=O)c1ccc(OCC(F)(F)C(F)(F)C(F)(F)C(F)(F)C(F)(F)C(F)F)cc1	-9%	-0.3%	1%	-4%	-2%	0.6	0%	0%	i
COc1ccc2nc(NC(=O)CSc3nc(C)cc(C)n3)sc2c1	13%	3.2%	-1%	-22%	u	-1.5	-2%	6%	i
Cc1c(CN2CCCC(CO)(Cc3cccc(Cl)c3)C2)cnn1C (configuration not stated)	-5%	0.0%	17%	-3%	3%	0.3	-1%	2%	i
COc1ccc(OCC(=O)N/N=C/c2ccc(O[C@@H]3O[C@H](CO)[C@@H](O)[C@H](O)[C@H]3O)cc2)cc1	-1%	0.1%	-5%	15%	-16%	-2.8	-1%	-12%	i
Cc1ccc(/C=C2\CC(C)CC3=C2NC(=S)NC3c2ccc(C)cc2)cc1 (configuration not stated)	6%	0.3%	-58%	-4%	3%	-4.6	-1%	2%	i
Cc1noc(C)c1COc1ccc(C(=O)OCC(=O)N2CC(=O)Nc3ccccc32)cc1	18%	6.6%	2%	-12%	u	-1.5	2%	-3%	i
COC(=O)c1ccc(NC(=S)NCCC2=CCCCC2)cc1	13%	-0.5%	u	-11%	u	-2.8	-1%	-1%	i
Cn1c(=O)cc(OCC(=O)NCc2ccccn2)c2ccccc21	6%	0.1%	-4%	1%	u	-3.7	1%	-2%	x
